KCNK3 inh = human KCNK3 channel inhibition, primary screen; O14649; CHO-KCNK3 thallium flux, FluxOR fluorescence; stronger effect = lower value; B-score at 10 µM; actives 0.84% (n = 340,000); AID 602410;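 active = B-score under library mean minus 4 SD, starting fluorescence ratio at most library mean plus 5 SD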;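 note: more negative B-score means stronger inhibition of thallium flux through KCNK3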
Target sequence (O14649 whole entry, looked up): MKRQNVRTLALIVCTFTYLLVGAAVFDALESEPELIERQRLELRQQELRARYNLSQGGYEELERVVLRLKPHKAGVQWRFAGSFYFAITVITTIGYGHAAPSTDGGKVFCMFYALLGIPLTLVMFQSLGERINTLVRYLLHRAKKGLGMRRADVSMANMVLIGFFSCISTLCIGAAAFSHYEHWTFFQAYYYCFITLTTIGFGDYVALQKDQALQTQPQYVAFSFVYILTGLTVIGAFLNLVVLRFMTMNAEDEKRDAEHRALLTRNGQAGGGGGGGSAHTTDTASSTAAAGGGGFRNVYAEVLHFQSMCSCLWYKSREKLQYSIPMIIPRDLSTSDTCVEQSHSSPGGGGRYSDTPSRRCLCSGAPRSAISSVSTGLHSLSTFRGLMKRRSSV
Calls only; i = inactive. Some of the compounds tested, so the mix of outcomes need not match the whole.

no.	smiles	KCNK3 inh
1	O=C(c1cc(Br)ccc1O)N1CCN(S(=O)(=O)Cc2ccccc2)CC1	i
2	Cn1c(SCC(=O)Nc2cccnc2Cl)nc2ccccc21	i
3	O=C(COC(=O)c1ccccn1)NC(=O)c1ccccc1	i
4	CC[C@]12c3[nH]c4ccccc4c3CCN1C(=O)C(CC(=O)NCCN1CCOCC1)C[C@@H]2C(=O)N1CCN(C(=O)c2ccco2)CC1 (stereo partly drawn)	i
5	CC1(CCc2ccccc2)NC(=O)N(CC(=O)Nc2c(F)cccc2F)C1=O (stereo not drawn)	i
6	Cc1ccc(C)c(SCC(=O)NC(=O)NC2CCCC2)c1	i
7	CN(Cc1ccc(Cl)cc1)C(=O)c1ccc(S(=O)(=O)NCc2ccco2)cc1	i
8	Cc1ccc(C(=O)Cc2ccccc2)c(O)c1	i
9	CC(=O)Nc1ccc(S(=O)(=O)NC(C)C(=O)OCCOc2ccc(F)cc2)cc1 (stereo not drawn)	i
10	Cn1c(SCC(=O)NC2CC2)nnc1-c1ccc(Cl)cc1	i
11	COCc1c(C(=O)N2CCN(CCOc3ccccc3)CC2)oc2ccccc12	i
12	Cc1c(C(=O)N2CCN(CC(=O)Nc3ccccc3Cl)CC2)oc2ccc(Br)cc12	i
13	O=C1[C@@H]2[C@H](C(=O)N1CC(O)COCc1ccccc1)C1C=C[C@H]2C1 (stereo partly drawn)	i
14	Cc1cc(C)cc(C(=O)NCC(=O)OCC(=O)NC2CC2)c1	i
15	Cc1ccc(C)c(N2CCN(C(=O)CCc3nc(-c4ccc(Br)cc4)no3)CC2)c1	i
16	CCCCCC/C(C=O)=C\c1ccccc1	i
17	CCN(C[C@H]1N[C@@](Cc2ccccc2)(C(=O)OC)[C@H]2C(=O)N(Cc3ccccc3)C(=O)[C@@H]12)S(=O)(=O)c1ccc(F)cc1	i
18	Cc1ccccc1C(C)NC(=O)COC(=O)Cn1cc(C(F)(F)F)ccc1=O (stereo not drawn)	i
19	O=C(NC1CCS(=O)(=O)C1)c1ccccc1Cl (stereo not drawn)	i
20	Cc1ccc([C@H]2C(C(=O)O)=CC[C@@H](c3cccc(C)c3)N2S(=O)(=O)c2ccc(C)cc2)cc1	i
21	Cc1cccc(Oc2ncccc2[N+](=O)[O-])c1C	i
22	COc1cccc(NC(=O)COC(=O)CCSc2ccccc2)c1	i
23	COc1ccc(NS(=O)(=O)c2cccc(C(=O)O)c2)cc1S(=O)(=O)N1CCOCC1	i
24	Cc1nnc(SCC(=O)Nc2cccc(Br)c2)s1	i
25	COc1ccc2c(CC(=O)OCC(=O)Nc3ccc(C)cc3)coc2c1	i

Reformatted: two of the compounds above.
5) CC1(CCc2ccccc2)NC(=O)N(CC(=O)Nc2c(F)cccc2F)C1=O (stereo not drawn)
  KCNK3 inh: i

4) CC[C@]12c3[nH]c4ccccc4c3CCN1C(=O)C(CC(=O)NCCN1CCOCC1)C[C@@H]2C(=O)N1CCN(C(=O)c2ccco2)CC1 (stereo partly drawn)
  KCNK3 inh: i

Returning to the listing, repeating the three entries before the break.
no.	smiles	KCNK3 inh
23	COc1ccc(NS(=O)(=O)c2cccc(C(=O)O)c2)cc1S(=O)(=O)N1CCOCC1	i
24	Cc1nnc(SCC(=O)Nc2cccc(Br)c2)s1	i
25	COc1ccc2c(CC(=O)OCC(=O)Nc3ccc(C)cc3)coc2c1	i
26	Cc1ccc(NC(=O)COc2ccc3c(c2)OCO3)c(C)c1	i
27	Cc1cccc(C)c1NC(=O)CNC(=O)c1ccc2ccccc2n1	i
28	CC(Oc1ccccc1F)c1nnc(SCC(=O)c2c(N)n(C3CC3)c(=O)[nH]c2=O)o1 (stereo not drawn)	i
29	O=S(=O)(c1ccc(=S)[nH]c1)N1CCCCC1	i
30	CC1CCCCC1NC(=O)CN1C(=O)NC(C)(c2cc(F)ccc2F)C1=O (stereo not drawn)	i
31	Cc1ccc(S(=O)(=O)N2CCOCC2)cc1NC(=O)CNC(C)c1ccccc1 (stereo not drawn)	i
32	CC(C)CN1CCC(=O)NC1=S	i
33	Cc1c(C(=O)N2CCN(C(c3ccccc3)c3ccccc3)CC2)oc2ccccc12	i
34	O=C(NCCc1ccccc1)c1cccc(NC(=O)C2CCCC2)c1	i
35	O=C(CSc1nc2nn(-c3ccccc3)c(=O)c-2c2n1CCCCC2)Nc1cccc(F)c1	i
36	CN(C(=O)CSc1nc2ccccc2c(=O)n1-c1ccc(F)cc1)C1CCS(=O)(=O)C1 (stereo not drawn)	i
37	O=S(=O)(Nc1cccc(S(=O)(=O)N2CCCC2)c1)c1ccccc1F	i
38	O=C(COC(=O)c1ccccc1)Nc1ncc([N+](=O)[O-])s1	i
39	COc1ccc([N+](=O)[O-])cc1NC(=O)C(C)OC(=O)Cc1ccc(OC)c(OC)c1 (stereo not drawn)	i
40	Cc1ccc(S(=O)(=O)NCCC(=O)N2CCN(C/C=C/c3ccccc3)CC2)cc1	i
41	CC(C)C[C@H]1CNC(=S)N1CC1CCCN1C[C@H](Cc1ccccc1)N1C[C@H](Cc2ccc(O)cc2)N(CC2CCCCC2)C1=S (stereo partly drawn)	i
42	COc1ccc(S(=O)(=O)NCC(=O)Nc2ccc(F)cc2)cc1	i
43	Cc1cccc(C)c1NC(=O)CN(C)CC(=O)c1c(N)n(Cc2ccccc2)c(=O)n(C)c1=O	i
44	O=C(CCCCC(=O)OCC1CCCO1)OCC1CCCO1 (stereo not drawn)	i
45	CCCC(NC(=O)C(C)Sc1nnnn1C1CC1)c1ccccc1 (stereo not drawn)	i
46	O=C(Nc1cccc(C(=O)N2CCCCC2)c1)C1CCCC1	i
47	CC(C)CN(C(=O)CSc1nc(N)cc(N)n1)C1CCS(=O)(=O)C1 (stereo not drawn)	i
48	CC(C)NC(=O)NC(=O)CSc1ccc(S(=O)(=O)N2CCCC2)cn1	i
49	Cc1cccc(C(=O)OCC(=O)NC2CCCCCCC2)c1	i
50	O=C(COC(=O)c1cc([N+](=O)[O-])ccc1Cl)NCCc1ccccc1	i
51	COc1cc(Br)c(CC(=O)NNC(=O)c2ccc(F)cc2)cc1OC	i
52	COc1ccccc1N1CCN(CCCN2C(=O)C3CCCCN3C2=O)CC1 (stereo not drawn)	i
53	O=C(Nc1cccc(S(=O)(=O)N2CCOCC2)c1)c1ccccc1[N+](=O)[O-]	i
54	CC(=O)c1ccc(NC(=O)CSc2nnc(C3CC3)n2C2CC2)cc1	i
55	O=C(CCc1nc2ccccc2c(=O)[nH]1)Nc1cc(Cl)ccc1N1CCCCC1	i
56	COCCN(Cc1ccccc1)C(=O)C1CCN(C(=O)Nc2ccccc2)CC1	i
57	CSc1ccc(C(=O)Nc2cc(S(=O)(=O)N3CCOCC3)ccc2N2CCOCC2)cc1[N+](=O)[O-]	i
58	Cc1ccc(NC(=O)CSc2nnc(COc3ccccc3F)n2N)cc1S(=O)(=O)N1CCOCC1	i
59	CC(C)c1ccc(C2(C)NC(=O)N(CC(=O)NCC3COc4ccccc4O3)C2=O)cc1 (stereo not drawn)	i
60	O=C(COC(=O)CC1CC2CCC1C2)NCc1ccccc1 (stereo not drawn)	i
61	Cc1cccc(N(Cc2ccccc2)C(=O)CN2C(=O)NC3(CCCC3)C2=O)c1	i
62	O=C(COC(=O)c1ccc(Cl)c(S(=O)(=O)N2CCCCC2)c1)NCC1CCCCC1	i
63	O=C(Nc1cccc(C(=O)N2CCCC2)c1)C1CCCCC1	i
64	CN(C(=O)c1cccc(NC(=O)Cc2ccc(NC(=O)C3CCN(C(=O)C4CCCCC4)CC3)cc2)c1)C1CCCC1	i
65	O=C(CN1CCN(S(=O)(=O)c2ccccc2)CC1)N1CCCCC1	i
66	COC(=O)C1CCN(CC(=O)Nc2ccc3c(c2)OCCO3)CC1	i
67	C[C@]12c3[nH]c4ccc(Cl)cc4c3CCN1C(=O)[C@@H](CC(=O)NCC13CC4CC(CC(C4)C1)C3)C[C@@H]2C(=O)N1CCCCC1	i
68	COc1ccccc1Nc1nnc(SCC(=O)NC2CCCC2)s1	i
69	CC(C)N(C(=O)[C@H]1C[C@H](CC(=O)NCCC2=CCCCC2)C(=O)N2CCc3c([nH]c4cc(-c5ccco5)ccc34)[C@]12C)C(C)C	i
70	COc1ccccc1N(C)S(=O)(=O)c1ccc(Cl)c(C(=O)NCc2ccco2)c1	i
71	CCOc1cc2c(cc1O)C(=NO)CC1C2CCC2(C)C(O)CCC12 (stereo not drawn)	i
72	CCOc1ccccc1OCCCC(=O)N1CCN(S(=O)(=O)c2ccc(C)cc2C)CC1	i
73	COc1ccc(S(=O)(=O)N2CCOCC2)cc1NC(=O)Cc1c(F)cccc1Cl	i
74	CC1CCN(C(=O)COC(=O)C(C)N2C(=O)c3ccccc3C2=O)CC1 (stereo not drawn)	i
75	CC(=O)c1ccc(S(=O)(=O)N2CCN(C(=O)CCC3CCCC3)CC2)cc1	i

Further entries follow.
nr | Molecule | KCNK3 inh
76 | COc1ccccc1NC(=O)c1ccc(S(=O)(=O)N(C)c2ccccc2OC)cc1 | i
77 | Cn1cc(S(=O)(=O)NC[C@H]2O[C@@H](n3ccc(=O)[nH]c3=O)[C@H](O)[C@@H]2O)cn1 | i
78 | Cc1cc(=O)c(C(=O)Nc2cccc(N3CCCC3=O)c2)nn1-c1ccccc1F | i
79 | COc1cc(C(=O)COC(=O)c2c(C)noc2C)cc(OC)c1OC | i
80 | O=C(COC(=O)/C=C/c1ccc2c(c1)OCO2)NCc1ccccc1 | i
81 | O=C(COC(=O)CCc1nc2ccccc2c(=O)[nH]1)Nc1ccccc1 | i
82 | COc1ccc([C@H]2C(C(=O)O)=C[C@@H](C(C)(C)C)N2S(=O)(=O)c2ccccc2)cc1 | i
83 | COc1cc(C(=O)COC(=O)c2ccc([N+](=O)[O-])o2)cc(OC)c1OC | i
84 | CSCCC(NC(=O)c1ccccc1Cl)C(=O)N1CCCC(C)C1 (stereo not drawn) | i
85 | S=C1NC[C@H](Cc2ccccc2)N1CC1CCN(CCCCc2ccccc2)CC1 | i

Compounds from the list above with a COOH group:
nr | Molecule | KCNK3 inh
20 | Cc1ccc([C@H]2C(C(=O)O)=CC[C@@H](c3cccc(C)c3)N2S(=O)(=O)c2ccc(C)cc2)cc1 | i
23 | COc1ccc(NS(=O)(=O)c2cccc(C(=O)O)c2)cc1S(=O)(=O)N1CCOCC1 | i
82 | COc1ccc([C@H]2C(C(=O)O)=C[C@@H](C(C)(C)C)N2S(=O)(=O)c2ccccc2)cc1 | i

(cont.)
nr | Molecule | KCNK3 inh
86 | NC(=S)c1ccc[n+]([O-])c1 | i
87 | CC[C@@H](C)[C@@H]1CN([C@@H](C)CN2CCC[C@H]2CN2C(N)=NC[C@H]2C(C)C)C(=N)N1CCc1ccc(Cl)c(Cl)c1 | i
88 | O=C(Cn1cnc2c(NCc3ccccc3)ncnc21)NCCc1cc2ccccc2[nH]1 | i
89 | CSc1ncccc1C(=O)OCC(=O)c1cc(C)n(C)c1C | i
90 | CC1CCN(C(=O)CSc2nnc3ccccn23)CC1 | i
91 | CN1OC[C@@H]2CN[C@H](c3cccc(-c4ccc(C#N)cc4)c3)C[C@@H]21 | i
92 | CN(C(=O)c1cccc(NC(=O)Cc2ccc(NC(=O)C3CCCN(C(=O)CCc4ccccc4)C3)cc2)c1)C1CC1 (stereo not drawn) | i
93 | Cc1c(N)cccc1[N+](=O)[O-] | i
94 | O=C(COC(=O)CCN1C(=O)C2CC=CCC2C1=O)Nc1ccc(Cl)cc1F (stereo not drawn) | i
95 | COc1ccccc1NC(=O)c1ccccc1C(=O)N(C)Cc1ccccc1 | i
96 | O=C1C(CO)C(CO)C(CO)C1CO (stereo not drawn) | i
97 | O=C1CCCc2c1ccc1ccccc21 | i
98 | CCOc1ccc(C(=O)N[C@H](C(=O)NNC(=O)c2cccs2)C(C)C)cc1 | i
99 | COc1ccc(S(=O)(=O)N2CCOCC2)cc1NC(=O)CC1CC2CCC1C2 (stereo not drawn) | i
100 | O=C(COC(=O)c1ccc(Cl)nc1)NCCc1ccc(Cl)cc1 | i
101 | O=C(Nc1ccc(N2CCOCC2)cc1)c1ccc(Cl)cc1N1CCCC1=O | i
102 | CCOc1ccc(CCN2C(=S)N([C@@H](CC(C)C)CN3CCCC3CN3C(=S)NC[C@@H]3CC(C)C)C[C@@H]2Cc2ccccc2)cc1 (stereo partly drawn) | i
103 | CCOc1cccc2sc(NN)nc12 | i
104 | O=C(c1ncn(Cc2ccccc2)c1C(=O)N1CCc2ccccc2C1)N1CCc2ccccc2C1 | i
105 | CC(=O)c1ccc(NC(=O)CSc2nnc(-c3ccncc3)n2C2CC2)cc1 | i
106 | COc1ccc(S(=O)(=O)N2CCCCC2)cc1NC(=O)CN(Cc1ccco1)Cc1ccco1 | i
107 | C=CCNC(=S)N1N=C(c2ccco2)CC1c1ccco1 (stereo not drawn) | i
108 | O=C(COC(=O)C1COc2ccccc2O1)Nc1ccccc1OC(F)F (stereo not drawn) | i
109 | Cc1ccc(NS(=O)(=O)c2ccc(Cl)nc2)c(C)c1 | i
110 | Cc1cc(Cl)c(C)c(S(=O)(=O)N2CCN(CC(=O)N3CCOCC3)CC2)c1Cl | i
111 | COc1ccc(-c2cccc3c2C2CC3CCN2C(=O)OCc2ccccc2)cc1 (stereo not drawn) | i
112 | CCCCCCCCNc1ccccc1S(=O)(=O)NCc1ccccc1 | i
113 | CCN1CCCC1CNC(=O)Cn1cc(C)c(=O)[nH]c1=O (stereo not drawn) | i
114 | O=C1C[C@H]2CCCCC(=O)N3CC[C@@H](C1)[C@@H]23 | i
115 | O=S(=O)(c1ccc(SCc2ccccc2F)nc1)N1CCCC1 | i
116 | CC1(C2CC2)NC(=O)N(CC(=O)N2CCN(c3cccc(C(F)(F)F)c3)CC2)C1=O (stereo not drawn) | i
117 | CC(=O)c1ccc(NC(=O)[C@@H]2CCCN2C2=NS(=O)(=O)c3ccccc32)cc1 | i
118 | COCCCNC(=O)C[C@H]1C[C@H](C(=O)N2CCCCC2)[C@@]2(C)c3[nH]c4ccc(Cl)cc4c3CCN2C1=O | i
119 | Cc1ccc(SCC(=O)Nc2cccc(S(=O)(=O)N3CCOCC3)c2)cc1C | i
120 | CCNC1(C#N)CCN(Cc2ccccc2)CC1 | i
121 | COc1ccc2cc(C(=O)NCc3ccccc3CN3CCCC3)ccc2c1 | i

Source: PubChem (Johns Hopkins Ion Channel Center)
